Compound activity from PubChem.
HTR5A inv ctr – inverse agonist of human HTR5A in OPRM1-OPRD1 counter-screen. P47898. HTR5A cell line, luminescence, inverse agonism. inhibition, % at 9.3 µM. hit rate 0.083% among 340,000; in the data active means inhibition mostly above about 23%, no sharp cut-off; inactive means mostly below about 18%;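 further: 0% = cells with DMSO and 100% = no-cell wells with DMSO; some compounds called inactive have numbers as strong as hits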
Target sequence (P47898 whole entry, looked up): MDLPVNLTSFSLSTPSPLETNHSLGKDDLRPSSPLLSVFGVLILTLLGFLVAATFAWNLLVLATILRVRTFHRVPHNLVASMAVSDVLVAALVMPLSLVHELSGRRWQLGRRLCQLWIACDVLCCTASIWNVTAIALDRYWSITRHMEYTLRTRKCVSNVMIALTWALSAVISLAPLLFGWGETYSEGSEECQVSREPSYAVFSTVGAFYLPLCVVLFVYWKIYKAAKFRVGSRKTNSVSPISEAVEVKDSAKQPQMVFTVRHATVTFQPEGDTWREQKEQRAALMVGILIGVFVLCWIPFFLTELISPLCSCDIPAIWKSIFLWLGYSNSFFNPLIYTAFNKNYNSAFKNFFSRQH
PfHsp90 set2 – inhibits growth of yeast expressing Plasmodium falciparum Hsp90; inhibition, % at 9.4 µM; AID 504621; hit rate 0.32% among 310,000; S. cerevisiae expressing PfHsp90, BacTiter-Glo ATP, 48 h; yeast lacking PDR1 and PDR3 efflux regulators;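 active means every replicate shows inhibition above about 80%, whatever the replicate mean, limit read from the data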;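 further: 0% = DMSO neutral controls and 100% = 20 µM radicicol positive controls; yeast relying on Plasmodium falciparum Hsp90 in place of its own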
OPRM1-OPRD1 ag – OPRM1-OPRD1 heterodimerization agonism; cells, luminescence; hit rate 0.3% among 340,000; activation, % at 9.3 µM; in the data active means activation above about 18%;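 further: 0% = vehicle-treated cells and 100% = reference agonist; values of inactives mirror those of a sister screen read the other way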
AddAB inh – less growth of phage-infected E. coli with AddAB | E. coli expressing H. pylori AddAB, absorbance growth | inhibition, % at 11.9 µM | hit rate 0.29% among 330,000; in the data active means inhibition above about 12%;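 further: 0% = vehicle wells of infected cells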
SUMO Mot1 rescue – blocks SUMOylation pathway, rescuing yeast Mot1-301 growth. S. cerevisiae Mot1-301 growth rescue, ATP luminescence, 38.5C; percent above DMSO median, 100 means doubled. growth rescue, % at 18.8 µM. hit rate 1% among 320,000;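 active means every valid replicate shows activation above 250% relative to neutral control wells; inactive means the rest, any valid replicate at or below 250%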;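 further: OY570 slx delta 5 strain wells were the positive control but not used for scaling; some compounds called inactive have numbers as strong as hits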
PKA-R1A activ – PKA-R1A complex activation. PKA-R1A dissociation, Cy5-IP20 fluorescence polarization; scaled: DMSO 0%, 113 µM cGMP 100%. activation, % at 11.4 µM. hit rate 0.083% among 340,000;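 active means percent activation above the mean of all tested compounds plus 3 SD, cut at about 19% in these data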;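 further: higher means more PKAc released from R1A so a rise in polarization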
PKA-R2B act – PKA-R2B complex activation. PKA-R2B holoenzyme dissociation, Cy5-IP20 fluorescence polarization; R2B truncated from residue 108, S112A mutant; 0% DMSO only, 100% 113 µM cGMP. activation, % at 11.4 µM. hit rate 0.079% among 340,000;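 active means activation above a cutoff set at the mean over all compounds plus 3 SD, cut at about 18% in these data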;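 further: higher means more holoenzyme dissociation and a rise in polarization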
Target sequence (P31323 whole entry, looked up, other chains not shown, the tested form may be a part): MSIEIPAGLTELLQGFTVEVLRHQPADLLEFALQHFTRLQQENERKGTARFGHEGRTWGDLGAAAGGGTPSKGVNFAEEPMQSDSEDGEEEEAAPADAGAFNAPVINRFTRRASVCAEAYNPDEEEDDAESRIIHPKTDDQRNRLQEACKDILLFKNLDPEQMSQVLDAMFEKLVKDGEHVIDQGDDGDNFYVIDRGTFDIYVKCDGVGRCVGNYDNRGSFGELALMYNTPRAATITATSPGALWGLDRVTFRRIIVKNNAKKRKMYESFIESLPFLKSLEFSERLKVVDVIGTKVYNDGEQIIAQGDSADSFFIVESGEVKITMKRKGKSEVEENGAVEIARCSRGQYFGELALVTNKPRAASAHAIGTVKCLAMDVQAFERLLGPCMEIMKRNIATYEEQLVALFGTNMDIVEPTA
phage Ecoli inh – E. coli growth loss with phage present; AID 651602; growth absorbance; hit rate 0.26% among 360,000; inhibition, % at 11.9 µM; in the data active means inhibition above about 11%
OPRM1-OPRD1 inv – inverse agonist of human OPRM1-OPRD1 heterodimerization; inhibition, % at 9.3 µM; cell-based MOR-DOR heterodimer luminescence, inverse agonism; hit rate 0.21% among 340,000; in the data active means inhibition above about 22%, passing the limit was not always enough;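 further: 0% = cells with DMSO and 100% = wells without cells with DMSO; values of inactives mirror those of a sister screen read the other way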
Tat export inh – inhibitors of E. coli Tat protein transport; inhibition, % at 10 µM; E. coli MC4100 TorA-mCherry Tat export, fluorescence; hit rate 0.036% among 340,000; AID 488895;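 active means mean replicate inhibition at least 50% and at least half of replicates individually reaching 50%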;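 further: exported cargo escapes ClpAP degradation while cytoplasmic cargo is degraded and loses fluorescence; 0% = median of neutral control wells and 100% = median of NaSCN control wells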
Ecoli viability – counter-screen for AddAB inhibitors: E. coli growth inhibition. E. coli V3065 growth, OD600 absorbance, 18 h. inhibition, % at 11.9 µM. hit rate 0.27% among 330,000;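 active means inhibition above the campaign's mean inhibition across all tested compounds plus 3 SD, cut at about 9.9% in these data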;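 further: uninfected addAB+ strain grown without phage in ampicillin broth; 0% = DMSO wells and 100% = ciprofloxacin 0.95 µg/ml wells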
Active calls of the source: *; i = inactive; / = not tested or not shown.

SMILES | HTR5A inv ctr | PfHsp90 set2 | OPRM1-OPRD1 ag | AddAB inh | SUMO Mot1 rescue | PKA-R1A activ | PKA-R2B act | phage Ecoli inh | OPRM1-OPRD1 inv | Tat export inh | Ecoli viability
CCc1ccc(N2CC(C(=O)Nc3cc(C)on3)CC2=O)cc1 (stereo not given) | -34 | / | 1.1 | 0.6 | / | 6 | 1 | 1.5 | -6 | -7 | -1.1
O=C(c1ccc2c(=O)n(Cc3ccc(Cl)cc3)c(=S)[nH]c2c1)N1CCOCC1 | -1 | -18 | -0.7 | -0.9 | -11 | -17 | 2 | -0.8 | 4 | -1 | -0.1
Cn1cc(CC(=O)Nc2cccc(C#N)c2)c2ccccc21 | -8 | -7 | -1.7 | 6.4 | 6 | -5 | 5 | 3.8 | 7 | 1 | 0.9
CN(C)C(CNC(=O)c1ccc2nc[nH]c2c1)c1ccccc1 (stereo not given) | -12 | -16 | 25* | -0.1 | -1 | -9 | -9 | 3.2 | -126 | 0 | 0.5
CSc1ccccc1NC(=O)c1c(Br)cnn1C | 10 | / | -2.6 | 4.8 | 13 | -2 | 0 | 1.8 | 13 | 1 | 0.0
COc1cc(NCc2ccccc2)c2ncn(Cc3ccccc3)c2c1 | 1 | -30 | 3.3 | 0.2 | 60 | 1 | -11 | -1.4 | -19 | -1 | -0.1
COc1ccc(CCN2CC(C(=O)NCCc3ccc(C)cc3)CC2=O)cc1OC (stereo not given) | -15 | 10 | -2.7 | 0.6 | -8 | 0 | -2 | 2.1 | 13 | -3 | -2.6
CCCCN(C)C(=O)CS(=O)(=O)Cc1nc(-c2cccc(OC)c2)oc1C | 13 | -8 | -0.8 | 0.0 | -8 | -15 | -3 | 1.6 | 4 | 8 | -0.1
O=C(COC(=O)c1nc(Cl)ccc1Cl)Nc1ccc(Cl)cc1 | -15 | 10 | 0.3 | 3.3 | / | -1 | 4 | 6.4 | -1 | 10 | -0.3
Cc1cccc(CSc2nc3c(c(-c4cccs4)c2C#N)CN(C)CC3)c1 | -23 | -13 | 1.8 | -0.6 | 286 | 10 | -10 | 2.7 | -9 | -5 | -2.4
Nc1ccc(S(=O)(=O)NN=Cc2ccccc2[N+](=O)[O-])cc1 | -13 | 7 | -2.4 | / | / | -7 | -4 | 3.0 | 12 | 0 | /
Cc1nn(-c2ccccc2)c(-c2ccccc2)c1C(=O)O | -5 | -19 | -3.2 | 2.4 | 3 | 1 | -1 | 2.6 | 14 | -7 | 1.3
CC1(C)CN(c2ccc(C(=O)c3ccccc3)cc2)C1=O | 21 | -29 | -2.0 | 0.7 | 11 | -1 | 15 | 4.6 | 10 | 0 | -0.6
CN(C(=O)CSc1nc2sc3c(c2c(=O)n1C)CCC3)C1CCS(=O)(=O)C1 (stereo not given) | -7 | -3 | 0.2 | -0.8 | -7 | -10 | 0 | 3.1 | -1 | -7 | -0.7
CCOc1ccc(CN(C)C(=O)c2ccc(S(=O)(=O)N(C)c3ccccc3OC)cc2)cc1 | -20 | 20 | -0.2 | -0.8 | -3 | -12 | -10 | -1.5 | 1 | 8 | -0.9
O=C(COc1ccccc1)NCC1(N2CCCCC2)CCCCC1 | 1 | / | -2.7 | 2.0 | 4 | -6 | 5 | -0.4 | 13 | 21 | 0.4
C[N+]1(C)CCC(=C2c3ccccc3CC(=O)c3sccc32)CC1 | 10 | 21 | -2.6 | 1.0 | -3 | -13 | -1 | 2.3 | 14 | 3 | 0.7
CC1CCCCN1C(=O)CSCC(=O)Nc1nc(-c2cccs2)cs1 (stereo not given) | -26 | -4 | 0.0 | -0.3 | 2 | 6 | -1 | 1.6 | 0 | 2 | 3.6
Cc1cc(C)cc(OCC(=O)Nc2nonc2NC(=O)COc2cc(C)cc(C)c2)c1 | 2 | / | -1.9 | 0.4 | 83 | 6 | 8 | 3.7 | 9 | 2 | 1.1
COC(=O)c1ccc(CNCC(=O)Nc2ccc(C(=O)OC)cc2)cc1 | 7 | 1 | 1.2 | 0.2 | / | -8 | -5 | 4.4 | -9 | -7 | -0.6
Cc1cc(C(=O)NNC(=S)Nc2ccccc2)nn1C | / | 8 | / | 2.8 | -3 | / | / | 2.9 | / | -3 | -1.0
O=C(CSCC(=O)OCC(=O)c1ccc(Br)cc1)Nc1cccc2ccccc12 | -2 | / | -3.2 | 0.2 | -9 | -13 | -11 | 2.8 | 19 | -16 | -0.7
S=C(NCc1ccc(Cl)cc1)Nc1ccc(Cl)cc1Cl | 14 | -11 | 1.0 | 5.3 | -9 | -21 | 2 | 5.5 | -5 | -8 | 3.4
Cc1ccc(CN(N=Nc2nonc2N)c2nonc2N)c(C)c1 | -2 | 4 | 13 | 2.1 | 99 | -1 | -1 | 1.8 | -66 | 4 | -1.6
O=C(CCN1C(=O)/C(=C/c2ccccc2Cl)SC1=S)NCCc1ccc(O)cc1 | -46 | -8 | -0.5 | 5.5 | 28 | -7 | 1 | 1.7 | 3 | -8 | -2.4
COc1ccc(-c2cn3c(C)c(C(=O)NCc4ccc5c(c4)OCO5)sc3n2)cc1 | -27 | 22 | -2.2 | 0.5 | 13 | 2 | 3 | 1.2 | 12 | 0 | 0.3
O=C(O)CC/C(=C\c1cc2c(cc1Br)OCO2)c1nc2ccccc2s1 | 2 | -5 | -0.7 | 1.2 | 11 | -4 | 4 | 1.2 | 5 | -4 | -2.7
COc1ccc(OC)c(NC(=S)N2c3ccccc3CC2C)c1 (stereo not given) | 9 | -16 | -0.4 | 2.2 | -5 | 5 | 4 | 2.0 | 2 | -5 | -0.7
CC1CCCN(C(=S)Nc2ccc(Nc3ccccc3)cc2)C1 (stereo not given) | / | -28 | / | 1.4 | 9 | / | / | 0.9 | / | 3 | 1.3
COc1ccc(C(=O)COc2ccc3c(C)cc(=O)oc3c2)cc1 | -4 | -5 | -2.2 | -0.2 | -22 | -1 | 1 | -0.2 | 11 | -5 | -0.4
Cc1ccccc1C1CC(c2ccc(Br)cc2)Nc2nc(N)nn21 (stereo not given) | -3 | 3 | 4.5 | 5.1 | 148 | 0 | 2 | 1.4 | -23 | 9 | -4.7
CCC(=O)N1CCc2cc(S(=O)(=O)N3CCN(c4ccccc4)CC3)ccc21 | 0 | -13 | -3.0 | 1.5 | -9 | 2 | 3 | 0.2 | 16 | -2 | -0.8
CNC(=S)N/N=C/c1ccc(-c2ccc(Cl)c([N+](=O)[O-])c2)o1 | / | 4 | / | 3.0 | 714 | / | / | 3.1 | / | -1 | 3.2
CC1CCCN(Cc2nc3c(c(=O)n(C)c(=O)n3C)n2Cc2c(F)cccc2Cl)C1 (stereo not given) | -2 | 16 | -3.0 | 99* | -11 | -6 | 5 | -1.2 | 16 | -11 | 16*
Cc1noc(C)c1CSCC(=O)Nc1nc(-c2ccc(F)c(F)c2)cs1 | -11 | -6 | 3.5 | 2.1 | 7 | 8 | -5 | 0.1 | -23 | 9 | 0.5
FC(F)(F)c1cc(-c2ccccn2)nc2cc(-c3ccccc3)nn12 | 10 | 15 | -3.1 | 5.0 | -13 | 1 | 0 | 1.0 | 16 | 10 | 2.2
c1ccc(-n2cnc3cc(NCc4ccco4)ccc32)cc1 | 6 | / | -2.0 | -3.0 | -1 | 0 | -6 | -2.9 | 10 | 12 | -0.8
O=[N+]([O-])c1ccccc1/C=N/n1c(C(F)(F)F)n[nH]c1=S | 6 | -28 | 0.9 | -0.4 | -2 | 0 | 0 | 2.2 | -4 | 4 | -1.4
CCc1nc(SCC(=O)Nc2ccccc2OC)n[nH]1 | 9 | -51 | 0.4 | 1.7 | 219 | 3 | 11 | -0.1 | -4 | -1 | 2.0
CN(C)C(CNC(C(=O)Nc1ccc(F)cc1)c1ccccc1)c1ccccc1 (stereo not given) | -8 | 16 | 230* | -0.2 | -3 | 13 | -9 | -1.5 | i | -4 | -1.4
C=CCn1c(SCC(=O)C(C)(C)C)nnc1-c1ccccn1 | -20 | / | -0.7 | 1.6 | 0 | 1 | 7 | 2.2 | 4 | -2 | -1.2
N#Cc1nc(-c2ccccc2F)oc1N1CCN(C(=O)c2ccco2)CC1 | 14 | 22 | -2.4 | 1.5 | 72 | -4 | -7 | -0.6 | 13 | 8 | -2.1
Cc1cccc(C(=O)N/N=C/c2ccc[nH]2)c1 | 8 | 14 | 0.3 | 3.2 | -10 | -11 | -13 | 4.0 | -2 | 4 | -0.1
CCOC(=O)CSc1nnc(-c2cccs2)n1-c1ccccc1 | -18 | 1 | -2.6 | 0.6 | -6 | -7 | -11 | 0.3 | 14 | -1 | 1.0
CN(C(=O)c1ccccc1)C1(C)CCS(=O)(=O)C1 (stereo not given) | -5 | 18 | -3.5 | 2.9 | -31 | -4 | 1 | 1.6 | 20 | -6 | 1.1
Cc1ccc(CNS(=O)(=O)c2cc3c(cc2C)NC(=O)CO3)cc1 | 5 | 0 | -0.6 | 0.8 | 9 | -14 | 1 | 3.9 | 3 | -4 | -2.0
CCc1ccc(S(=O)(=O)Nc2ccc(C)c(NS(C)(=O)=O)c2)cc1 | / | -6 | / | 1.4 | -1 | / | / | 3.5 | / | -5 | 1.2
O=C(CCN1C(=O)C2C3C=CC(C3)C2C1=O)N1CCN(c2ccc([N+](=O)[O-])cc2)CC1 (stereo not given) | -8 | 0 | 1.1 | 3.2 | 6 | -7 | 2 | 1.1 | -8 | -3 | -1.6
CSc1nc2ccsc2c(=O)n1-c1cccnc1 | 4 | -7 | -2.8 | -2.6 | -5 | -1 | -12 | 5.9 | 14 | -2 | -0.9
CCOC(=O)/C(C#N)=C/c1cccc(F)c1 | 7 | 2 | -0.9 | 2.6 | -2 | 5 | 10 | 4.3 | 5 | -3 | 2.0

(more compounds)
SMILES | HTR5A inv ctr | PfHsp90 set2 | OPRM1-OPRD1 ag | AddAB inh | SUMO Mot1 rescue | PKA-R1A activ | PKA-R2B act | phage Ecoli inh | OPRM1-OPRD1 inv | Tat export inh | Ecoli viability
Nc1nccnc1C(=O)OCC(=O)C12CC3CC(CC(C3)C1)C2 | -8 | 7 | -0.9 | 5.0 | 2 | 2 | -3 | 5.1 | 6 | -6 | 0.2
CCCC(=O)N1CCN(c2ccc(NC(=S)NC(=O)CC)cc2)CC1 | -2 | -9 | 4.2 | 2.2 | -3 | 4 | 0 | 2.0 | -22 | 21 | -0.2
COc1cc2c(-c3ccc4cc[nH]c4c3)c(-c3ccsc3)oc(=O)c2cc1OC | -42 | -4 | 2.6 | 2.1 | 37 | -8 | -10 | -0.4 | -15 | 2 | 0.7
COc1ccc(OC)c(/C=N/NC(=O)CCCC(=O)Nc2cccc(Br)c2)c1 | 11 | -5 | -0.4 | 1.3 | 14 | -6 | 1 | 3.0 | 2 | -2 | -1.9
Cc1cccc(CSC2=NCCN2C(=O)c2ccc(Br)o2)c1 | -2 | -6 | 3.2 | 4.2 | -14 | 6 | -3 | 2.7 | -16 | 1 | -2.3
COc1cc(C=O)ccc1OS(=O)(=O)c1ccc(NC(C)=O)cc1 | 6 | -7 | -1.5 | 0.1 | 15 | 3 | -10 | 2.6 | 8 | -1 | -1.5
